Screening data: PubChem BioAssay, several laboratories
Autophagy HCS = autophagy modulation, high-content screen. calls only at 10 µM (by protocol). actives 0.98% (n = 190,000). MEF GFP-LC3 puncta imaging; test concentration mostly 10 µM;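 active = percentage of spot-positive cells more than 3 SD above its plate mean, without a fluorescence outlier flag or 80% toxicity; inconclusive = no clear call, values can overlap the other calls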;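 also: spot-positive cell cutoff set from DMSO-treated cells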
WT yeast gro inh = growth inhibition of WT yeast, mitochondrial fusion screen; mitochondrial fusion phenotypic screen, WT strain; inhibition, % at 10 µM; actives 2.1% (n = 190,000); in the data active = inhibition above about 58%; tested in S. cerevisiae
b-catenin transl = beta-catenin nuclear translocation modulation | HeLa beta-catenin nuclear translocation, immunofluorescence imaging | nuclear translocation activity, % at 5 µM | actives 0.3% (n = 190,000);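 active = nuclear translocation activity above 50% at 5 µM, with a well cell count of 50 or more; inconclusive = wells under 50 cells across six images, flagged as toxic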;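 also: per-cell ratio of nuclear to cytoplasmic median beta-catenin stain intensity; plate controls were DMSO negative control for no effect and GSK-3 inhibitor IX positive control for full effect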
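Technique: fluorescence imaging of beta-catenin antibody stain plus DAPI / Material: human HeLa cell line / Incubation: compound treatment 24 h, 37°C, 5% CO2 / Read-out basis: % activation of per-cell nuclear versus cytoplasmic median beta-catenin signal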
P. falciparum M17LAP = P. falciparum M17LAP inhibitors, primary screen, biochemical, fluorogenic H-Leu-NHMec substrate, 1536-well (AID 1619); recombinant M17LAP, H-Leu-NHMec fluorogenic kinetic assay; higher % means a stronger effect; inhibition, % at 30 µM, or IC50 in µM where a hit was titrated; actives 0.38% (n = 220,000);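 active = compound inhibiting the enzyme by more than half at any dose during confirmatory dose-response retesting; inconclusive = strong single-dose inhibitors picked by rank but not retested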;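 also: plate controls were full reaction with DMSO carrier for no effect and no enzyme background for full effect; strong numbers were not always called active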
Dynein cargo inh = dynein cargo transport inhibition | 3617.4 mouse cells, GR-EGFP nuclear translocation imaging; test concentration mostly 20 µM; stimulated with dexamethasone, 1 µM; stronger effect = lower value | z-score, hits read low | AID 1381 | actives 0.47% (n = 220,000);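 active = plate z-score of nuclear minus cytoplasmic receptor signal below a set negative limit, without overly bright fluorescence or cell loss, cut at about -3.5 in these data, passing the limit was not always enough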;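 also: z-score of nuclear minus cytoplasmic ring GR-EGFP intensity difference per well; some compounds called inactive have numbers as strong as hits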
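Buffer or medium: Induction medium lacking tetracycline, stripped serum | Also added: Dexamethasone agonist, 1.0 µM final, for 30 min | Timing: 48 h induction, 1 h compound, 30 min dex at 37 °C | Detection: Formaldehyde fixation, Hoechst nuclear stain, 10x automated fluorescence imaging | Measure: Nuclear versus cytoplasmic GR-EGFP signal, averaged per well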
MT stabilizer = microtubule stabilization, imaging screen. % tubulin-high responders, % at 10 µM. actives 0.83% (n = 200,000). HeLa tubulin immunostaining HCS, 24 h; share of cells brighter than vehicle mean+2SD;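 active = plate Z-score above 3 for both tubulin-high and condensed-nucleus cell shares, with cell loss under 80%, at 10 µM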;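 also: anti alpha tubulin signal scored within the nucleus-defined area of each cell; some results filed as inactive read as strong as hits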
Yfh1-depleted yeast = mitochondrial function rescue without frataxin homolog – Friedreich's ataxia, plus single-dose screen, dose response (AID 1465); S. cerevisiae Yfh1-off respiration, WST-1 reduction, 72 h; higher fold induction means a stronger effect; one-dose fold induction at 50 µM; EC50 in µM for titrated hits; actives 0.074% (n = 220,000);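 active = fold induction of absorbance versus untreated yeast above a set limit, then at least 30% activation at any dose in follow-up; inconclusive = repeats straddling the limit, or above it without dose testing; inactive = fold induction below the set limit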;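 also: activators that raise dye reduction in frataxin-depleted yeast; strong numbers were not always called active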
T cell modulator = T cell immune modulators affecting CD8 T cell-vesicle binding. AID 2052. 2C CD8+ T cell-vesicle binding, flow cytometry; stronger effect = lower value. actives 0.068% (n = 330,000). calls only at 7 µM;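 active = response, share of CD8 T cells binding vesicles, and their 90th percentile fluorescence all below set limits, cut at about 80% in these data, passing the limit was not always enough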
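Assay system – 2C mouse CD8+ T cells · Also added – QL9-loaded Drosophila micro-vesicles · Timing – Cell–vesicle co-incubation 1.5 h at 37 °C, staining 20 min on ice · Signal – flow cytometry of vesicle-bound cells · Measure – percent CD8+ FL2 mean versus row control · Controls – Peptide-free naked vesicles (low) and QL9 vesicles with 0.7% DMSO vehicle (high)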
M1AAP inhibition = malaria alanyl aminopeptidase activity blockers – biochemical, fluorogenic H-Leu-NHMec substrate, 1536-well (AID 1445); recombinant M1AAP, H-Leu-NHMec fluorogenic kinetic assay; higher % means a stronger effect; one-dose inhibition, % at 30 µM; IC50 in µM for titrated hits; actives 0.42% (n = 220,000);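 active = primary inhibition above the hit cutoff, then over 50% inhibition at one or more dose response concentrations, cut at about 23% in these data, passing the limit was not always enough; inconclusive = conflicting primary data, or primary hits not chosen for dose response; inactive = low primary inhibition, or under 50% at every dose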;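 also: plate controls were DMSO full reaction for no effect and no enzyme background for full effect; strong numbers were not always called active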
WT yeast gro inh mutant strain = also measured in WT yeast gro inh; calls as there; inhibition, %; mitochondrial fusion phenotypic screen, mutant strain inhibition
Dynein cargo inh cytoplasmic EGFP = second read-out of Dynein cargo inh, no call of its own (marks repeat the call); z-score; measured here: cytoplasmic GR-EGFP intensity; stronger effect = higher value
Dynein cargo inh nuclear GR-EGFP = second read-out of Dynein cargo inh, no call of its own (marks repeat the call); z-score; measured here: nuclear GR-EGFP intensity;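 lower value marks the stronger effect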
Dynein cargo inh cell count = further read-out of Dynein cargo inh, marked with its call; z-score; measured here: cell count per field
b-catenin transl cell count 5 µM = further read-out of b-catenin transl, marked with its call; cell count; measured here: cell count, cytotoxicity flag
T cell modulator vesicle-bound % = also measured in T cell modulator; calls as there; double positive events, %; measured here: CD8+ vesicle-bound cell fraction;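 binding gate set so that unloaded-vesicle control wells show 10% double positive cells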
MT stabilizer Hoechst-high % = second read-out of MT stabilizer, no call of its own (marks repeat the call); % Hoechst-high responders; measured here: nuclear condensation Hoechst responders;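 share of cells brighter than vehicle mean plus two SD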
MT stabilizer cytotoxicity % = further read-out of MT stabilizer, marked with its call; toxicity, %; measured here: cytotoxicity by cell density;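 0% = mean cell density of plate MIN control wells and 100% = no cells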
Autophagy HCS cell loss 18 h = also measured in Autophagy HCS; calls as there; toxicity, %; measured here: cell loss, nuclei count;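 cell loss after 18 h compound exposure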
The depositor's hits bear a star; i = inactive; ? = inconclusive; . = not tested or not shown.

SMILES	Autophagy HCS	Autophagy HCS cell loss 18 h	WT yeast gro inh	WT yeast gro inh mutant strain	b-catenin transl	b-catenin transl cell count 5 µM	P. falciparum M17LAP	Dynein cargo inh	Dynein cargo inh cytoplasmic EGFP	Dynein cargo inh nuclear GR-EGFP	Dynein cargo inh cell count	MT stabilizer	MT stabilizer Hoechst-high %	MT stabilizer cytotoxicity %	Yfh1-depleted yeast	T cell modulator	T cell modulator vesicle-bound %	M1AAP inhibition
CCn1c(=O)n(CC(=O)NCc2ccccc2OC)c(=O)c2ccccc21	i	-6.6	13.2	25.1	.	.	4.5%	-0.617	-0.232	-0.0545	0.652	2.0	1.4	1.1	i	i	16.6	5.0%
CN(C(=O)COC(=O)c1ccccc1Nc1ccccc1)C1CCS(=O)(=O)C1 (stereo unspecified)	i	14.0	16.2	17.5	0.6	713	11.2%	0.0714	-0.193	0.322	-0.443	5.3	3.7	2.3	i	i	32.0	5.0%
Cc1ccc(NCc2nnc(SCC(=O)Nc3ncc(C)s3)n2CC2CCCO2)c(C)c1 (stereo unspecified)	i	12.8	19.0	1.0	-2.2	859	21.9%	-0.248	-0.317	-0.104	0.295	3.0	2.7	4.7	i	i	43.9	0.1%
O=c1cc(CN2CCCCC2)nc(C2CC2)[nH]1	i	-11.4	-0.7	5.0	0.1	1525	-2.1%	-1.22	-0.236	-0.424	0.931	1.9	2.4	2.8	i	i	55.8	1.3%
OCCNCc1cccc2ccccc12	i	15.1	-13.1	-2.2	2.5	912	3.9%	-0.389	-0.289	0.123	0.238	5.3	2.5	8.2	i	i	61.2	1.4%
Cc1onc(-c2ccccc2Cl)c1C(=O)NCc1ccc2c(c1)cc(C)n2C	.	.	-12.5	-21.4	-3.6	1291	-7.8%	-0.72	-0.808	-0.0999	0.341	.	.	.	i	i	23.3	8.9%
CCOC(=O)c1c(NC(=O)Cn2nnc(-c3ccccc3Cl)n2)sc(C)c1C	i	2.5	-32.1	-6.6	-2.2	867	0.4%	-0.917	-0.182	-0.633	0.178	3.9	1.5	7.4	.	i	45.2	-6.5%
COc1ccccc1N1C(=O)CC(Sc2n[nH]c(-c3cccc(C)c3)n2)C1=O (stereo unspecified)	i	0.4	-4.7	-21.2	-1.7	544	?	-3.61*	1.6*	-2.22*	0.255*	2.5	2.6	6.6	i	i	47.8	0.5%
NC(=O)C1C(c2ccccc2)=C1c1ccccc1	i	7.6	-11.8	-10.1	-4.5	963	-5.4%	-0.366	-0.236	-0.067	1.19	2.0	1.7	4.1	i	i	33.9	5.1%
Cc1cc(-c2n[nH]c(=S)n2/N=C/C(Cl)=C/c2ccccc2)n[nH]1	i	7.1	-5.5	-1.6	-0.2	873	11.6%	-0.372	-0.235	-0.465	-0.0461	3.5	2.2	0.6	i	i	38.9	12.3%
CCc1ccc2c(c1)cc(CN(C(=S)Nc1ccccc1C)C1CC1)c1nnnn12	i	5.4	4.8	9.2	-1.6	1115	6.9%	.	.	.	.	1.6	2.1	2.3	i	i	46.6	-2.4%
Cc1oc2cc(O)ccc2c(=O)c1Oc1ccccc1Br	i	-8.6	65.7	68.0	-0.8	1060	-37.9%	-0.907	-0.179	-0.11	0.581	1.3	2.7	14.1	i	i	17.4	14.2%
CC(=O)Nc1cccc(-c2nnc3c4ccccc4c(C)nn23)c1	i	-12.4	-5.8	-6.4	-0.6	1623	-9.2%	-0.0883	-0.112	-0.00894	-1.14	2.1	2.4	10.9	i	i	14.0	16.6%
O=C(N/N=C/C1CC=CCC1)c1ccc(Cl)cc1O (stereo unspecified)	i	18.0	1.1	-4.4	-0.4	1015	3.0%	0.722	-0.14	0.547	-0.634	5.9	1.9	6.8	i	i	51.0	?
CC1CCCCN1C(=O)C(Cc1ccccc1)N1C(=O)C2CCCCC2C1=O (stereo unspecified)	i	0.3	0.8	-2.7	-2.5	1080	-9.7%	0.691	-0.246	0.726	-0.829	1.6	1.9	3.1	i	i	4.1	-1.4%
O=C(COc1ccc(Cl)cc1)Nc1cccc(-c2ccc3nncn3n2)c1	i	-21.7	30.6	36.4	-0.4	1142	-1.5%	-0.52	-0.288	-0.311	1.17	5.0	1.4	7.5	i	i	33.4	2.8%
COCCSc1ccccc1C(=O)Nc1nnc(COC)s1	i	-0.3	0.2	-4.7	0.0	1119	19.9%	0.257	-0.186	-0.118	0.148	2.3	1.6	6.6	i	i	39.5	2.6%
COc1cc(/C=N/NC(=O)C(Cc2c[nH]c3ccccc23)NC(=O)OCC(C)C)cc([N+](=O)[O-])c1OCc1ccccc1 (stereo unspecified)	i	0.7	-8.8	2.7	0.5	1012	-0.8%	0.0821	-0.352	-0.0568	1.29	2.7	1.5	3.8	?	i	10.1	9.9%
COC(=O)Cn1c(C(=O)N2CCCC2)cc2c1C[C@H]1CN(C(=O)c3ccccc3)[C@@](Cc3ccc(F)cc3)(C(=O)OC)[C@@H]21	i	4.1	12.3	-7.3	-0.1	506	4.6%	-0.195	-0.295	0.259	0.552	2.9	1.4	8.1	i	i	13.9	-5.7%
COc1cc(/C=N/NC(=O)C(N)=O)ccc1OC(=O)c1cccs1	i	-0.1	-4.2	8.8	0.5	1099	-5.4%	-0.267	-0.312	0.12	0.594	4.3	2.4	5.8	i	i	40.4	0.8%
COC(=O)CSc1nnc(-c2ccccc2OC)o1	i	-4.6	6.7	4.5	-0.3	1009	10.4%	0.364	-0.279	0.192	0.0319	0.5	1.3	1.7	i	i	10.9	-2.4%
Cc1cc(C)n(CC(=O)O)c(=O)c1[N+](=O)[O-]	i	-3.7	-7.2	5.8	0.5	1176	3.4%	0.0393	-0.36	-0.323	0.802	4.3	1.6	11.1	i	i	24.9	5.7%
CCOC(=O)C1CCCN(C(=O)c2sc3nc(-c4ccccc4)cn3c2C)C1 (stereo unspecified)	i	2.0	-11.8	2.0	-5.4	929	24.7%	-0.631	0.159	0.267	-0.312	4.1	1.2	5.8	i	i	60.6	6.1%
O=C(Cn1c(O)c(/C=C2\C=Nc3ccc(Br)cc32)sc1=O)N1CCCC1	i	-8.8	15.2	19.6	-5.5	1092	4.1%	0.713	-0.181	1.05	0.617	3.1	1.4	7.5	.	i	32.6	4.3%
CCCOCn1cc(F)c(=O)[nH]c1=O	i	-3.6	-15.0	1.8	1.5	1035	5.1%	0.523	-0.23	0.627	-0.487	1.9	1.3	2.6	i	i	29.0	7.5%
CCN1C(=O)N[C@H](c2ccc(Br)cc2)C(C(C)=O)=C1C	i	-2.4	2.9	-31.5	.	.	6.4%	0.184	0.775	0.521	0.481	3.8	2.0	3.9	i	i	41.1	10.6%
CCCCOc1ccc(/C(O)=C2/C(=O)C(=O)N(CCCOC)C2c2ccncc2)cc1C (stereo unspecified)	i	11.2	-23.1	-15.0	-4.7	880	32.6%	-0.00597	-0.205	0.103	0.142	1.5	2.1	8.8	i	i	65.9	14.4%
Cc1ccc(Cl)cc1N1CCN(S(=O)(=O)c2cccc(S(=O)(=O)N3CCCC3)c2)CC1	i	-13.1	10.6	9.0	4.7	1173	6.6%	0.216	-0.237	0.543	0.581	4.1	2.9	9.6	i	i	15.2	2.2%
CC(=O)NC1C(=O)N=C(SCC(=O)Nc2sc3c(c2C#N)CCCCCC3)NC1=O (stereo unspecified)	i	8.8	-1.6	3.3	0.3	1075	38.5%	-0.177	-0.252	-0.435	0.838	4.7	2.0	6.3	i	i	31.5	4.2%
COC(=O)C1=C(C)NC(C)=C(C(=O)OC)C1c1ccc(-c2cc(Cl)ccc2Cl)o1	i	4.1	38.3	11.9	0.0	1134	3.2%	-0.198	-0.155	-0.0118	0.206	2.0	2.4	11.7	i	i	46.9	12.5%
COc1ccc(CC(=O)NCc2nnc(SCC(=O)Nc3nccs3)n2-c2ccccc2)cc1	.	.	10.3	0.4	-0.9	1126	2.5%	-0.634	-0.311	-0.311	0.727	2.7	3.2	7.3	i	i	30.7	7.2%
O=C(CCC(=O)N(CC(=O)NC1CCCCC1)Cc1cccs1)Nc1ccccn1	i	-1.5	-13.2	-1.7	.	.	2.3%	-0.287	-0.291	-0.322	0.384	3.1	2.0	6.3	i	i	47.0	7.9%
CCCc1cc2c(=O)c(-c3ccccn3)c(C)oc2cc1O	i	3.0	-31.2	-9.0	-5.4	936	-3.9%	1.52	-0.263	1.39	-0.344	4.9	2.6	6.9	i	i	37.5	1.9%
